RNase H inhibition – RNase H inhibition, HIV 1 Gag Pol polyprotein, FRET biochemical assay, screening (AID 372) | 100,000 compounds, 0.77% hits | inhibition, % at 10 µM; hits with a dose series show IC50 in µM | HIV-1 RT RNase H, FRET RNA/DNA substrate fluorescence; higher % means a stronger effect; in the data active = inhibition above about 50%
* = called active by the depositor.

Molecule	RNase H inhibition
Cc1cccc(N2C(=O)NC(=O)/C(=C\c3cccc(Oc4ccccc4)c3)C2=O)c1	6%
Cc1ccc(S(=O)(=O)Oc2cccc(C=C3C(=O)NC(=O)NC3=O)c2)cc1	17%
COc1cc(/C=N/Nc2nc3cc(C)ccc3cc2C)ccc1O	8%
CCOc1ccc(C2C(C(C)=O)=C(O)C(=O)N2CCN(C)C)cc1 (stereo not drawn)	2%
CCCCNC(=O)/C(=C\c1ccc(-c2cccc([N+](=O)[O-])c2)o1)NC(=O)c1ccccc1	0%
Cc1cc(Cl)ccc1OCC(O)CN1CCCC1 (stereo not drawn)	3%
Cc1ccc(N2C(=O)NC(=O)/C(=C\c3ccc4c(c3)OCO4)C2=O)cc1C	8%
COc1cc(C=C2C(=O)N(C)C(=S)N(C)C2=O)cc(I)c1O	10%
COc1ccc(C)cc1NC(=O)CCN1CCN(Cc2ccccc2)CC1	15%
CN1CCN(c2nc(-c3ccccc3O)nc3ccccc23)CC1	23%
COc1ccc(NC(=O)c2cccc(Cl)c2Cl)cc1	0%
N#Cc1c(N)nc2c(c1-c1ccc(Cl)cc1Cl)CCCC2	0%
CCOc1ccc(Cl)cc1/C=C1/C(=N)N2N=C(c3ccccc3)SC2=NC1=O	10%
COC1(c2ccccc2)c2ccccc2Oc2ccccc21	2%
C=CCc1ccc(OCCn2cc(/C=C3\SC(=S)NC3=O)c3ccccc32)c(OC)c1	42%
C=CCSc1nc2ccccc2n1C(=O)CCCN1C(=O)c2cccc3cccc(c23)C1=O	15%
COc1ccccc1CN1CCCC(O)C1 (stereo not drawn)	1%
COc1ccccc1OCCCCNCCO	2%
Cc1ccccc1C(=O)Nc1cccc(NC(=O)/C=C/c2ccc(-c3ccccc3[N+](=O)[O-])o2)c1	15%
COc1ccc2c(C=Nc3ccc(C)cc3)c(O)n(-c3ccc(C)cc3C)c(=O)c2c1	16%
CN(C)c1ccc(/C=C(\C#N)c2[nH]nc(N)c2C#N)cc1	17%
Cc1c(NC(=O)c2ccccc2)cccc1[N+](=O)[O-]	0%
CC(/C=C/c1ccccc1)=N\NC(=O)COc1ccc(Cl)cc1Br	23%
CC(C)c1ccc(NC(=O)CSc2ccc(Cl)cc2)cc1	5%
Cc1cccc(N2C(=O)CCC2=O)n1	9%
CC(=O)C1=C(O)C(=O)N(c2cccc(Br)c2)C1c1ccc(Br)cc1 (stereo not drawn)	2%
O=C(Nc1sc2c(c1C(=O)Nc1ccccn1)CCCCC2)c1ccccc1F	8%
COc1ccc(OC)c(C(=O)c2ccc(C(=O)N3CCCCC3)cc2)c1	8%
O=C1NN(c2ccc(F)cc2)C(=O)/C1=C\c1ccc(-c2cc([N+](=O)[O-])ccc2O)o1	13%
O=C(NC1CCCCCCC1)c1cnccn1	11%
O=C1N/C(=N/N=C\c2ccc(-c3ccc(Cl)cc3)o2)SC1Cc1ccccc1 (stereo not drawn)	15%
CC(NC(=O)c1c(O)c2ccccc2n(C)c1=O)c1ccccc1 (stereo not drawn)	2%

Some of the entries above, reformatted.
> CCOc1ccc(C2C(C(C)=O)=C(O)C(=O)N2CCN(C)C)cc1 (stereo not drawn)
  RNase H inhibition: 2%

> CCCCNC(=O)/C(=C\c1ccc(-c2cccc([N+](=O)[O-])c2)o1)NC(=O)c1ccccc1
  RNase H inhibition: 0%

> Cc1cc(Cl)ccc1OCC(O)CN1CCCC1 (stereo not drawn)
  RNase H inhibition: 3%

> Cc1ccc(N2C(=O)NC(=O)/C(=C\c3ccc4c(c3)OCO4)C2=O)cc1C
  RNase H inhibition: 8%

Next compounds.
Molecule	RNase H inhibition
Cc1ccc(C(=O)Nc2sc3c(c2C(N)=O)CCC(C)C3)o1 (stereo not drawn)	3%
COc1cc(OC)c(CNc2cccc(Cl)c2C)cc1Br	8%
CCOC(=O)c1nc2nc(-c3ccccc3)cc(C(F)(F)F)n2n1	0%
CCC1(CC)Cc2ccccc2-c2nc3n(c(=O)c21)CCS3	37%
CC1=C(C(=O)Nc2ccccc2)C(c2ccc(C)o2)N2C(=O)CSC2=N1 (stereo not drawn)	22%
C/C(=N\NC(=O)C1CCCN(S(=O)(=O)c2ccccc2)C1)c1ccccn1 (stereo not drawn)	7%
CCCc1cc(=O)oc2cc(OCc3ccc(Cl)cc3)ccc12	31%
CC1=C(C(=O)OCc2ccc3c(c2)OCO3)C(c2ccc(O)c([N+](=O)[O-])c2)NC(=O)N1 (stereo not drawn)	8%
COC(=O)c1ccccc1OCCOCCOc1cccc2cccnc12	15%
COc1ccc(OC)c(N(CC(=O)Nc2ccc3ccccc3c2)S(C)(=O)=O)c1	3%
CC(=O)N(c1ccc(C)cc1)C1SC(=O)N(c2ccccc2)C1=O (stereo not drawn)	2%
CC(C)(C)N1C(=O)NC(=O)C(=Cc2cccs2)C1=O	6%
COc1ccc(-c2cc(C(=O)Nc3cccc(C)c3)c3ccccc3n2)cc1	11%
O=C(Nc1ccncc1)C(=O)Nc1ccncc1	0%
Cc1ccc2nc(-c3ccc(N=Cc4ccccc4[N+](=O)[O-])cc3)sc2c1	3%
O=C(COc1ccc(Cl)cc1Cl)Nc1ccc(-c2nc3ccccc3s2)c(O)c1	27%
Cc1ccc(-n2ncnc2-c2cccc(Br)c2)cc1Cl	15%
C/C(=N\N=C1/NC(=O)C(C)S1)c1ccc(Br)cc1 (stereo not drawn)	10%
O=C(Nc1ccc(Cl)c(Cl)c1)c1cccc2ccccc12	8%
O=C(O)c1ccccc1C(=O)OCCCC(F)(F)C(F)(F)F	0%
O=C(CCNc1cccc(C(F)(F)F)c1)c1cccc([N+](=O)[O-])c1	0%
CCOC(=O)CC(NC(=O)c1nc[nH]c1[N+](=O)[O-])C(=O)OCC (stereo not drawn)	11%
COc1ccccc1C=Nc1ccc(-n2cnc3cc(N=Cc4ccccc4OC)ccc32)cc1	15%
Cc1cccc2c(C(=O)O)cc(C(=O)O)nc12	6%
COc1cc(OC)cc(C(=O)Nc2nc3ccc4ccccc4c3s2)c1	2%
CCOc1ccc(N2C(=O)/C(=C/c3cc(Br)c(O)c(OC)c3)C(=O)NC2=S)cc1	11%
CCN(CC)S(=O)(=O)c1ccc(C(C)(C)C)cc1	15%
CC(C)=CCCC(C)CC1OCC(CN2CCCCC2)O1 (stereo not drawn)	1%
Cc1ccc(NC(=O)c2cccnc2)c([N+](=O)[O-])c1	15%
COCCOC(=O)c1c(C)oc2ccc(OC(=O)c3ccc(Cl)cc3)cc12	6%
CCOC(=O)C1=C(O)/C(=C/N(C)C)SC1=Nc1ccccc1	7%
Brc1cccc(/C=N/Nc2nnc3c(n2)[nH]c2ccccc23)c1	0%
Cc1c(/C=N/NC(=O)COc2ccccc2C#N)c2ccccc2n1C	7%
CCSCCOC(=O)C1=C(C)NC2=C(C(=O)CCC2)C1c1cc(OC)ccc1OC (stereo not drawn)	8%
Cc1c(Cl)cccc1NC(=O)c1ccc(-c2ccccc2[N+](=O)[O-])o1	36%
Cc1nc(N)sc1-c1csc(Nc2ccc(N)cc2)n1	16%
Cc1cccc(C2C3(OC(c4ccc(Br)cc4)C24C(=O)c2ccccc2C4=O)C(=O)c2ccccc2C3=O)c1 (stereo not drawn)	10%
CCN(CC)CCNC(=O)C12CC3CC(C)(CC(C)(C3)C1)C2	15%
O=C(CC1CCCCC1)NCc1ccccc1	6%
O=C(Nc1nnc(-c2ccccc2SCc2ccc(Cl)cc2)s1)Nc1ccccc1F	44%
CC(=O)NN1C(=O)/C(=C/c2ccc(Br)o2)SC1=S	10%
NC(=NC(=NS(=O)(=O)c1ccccc1)c1ccccc1)SCc1ccccc1	7%
CC1=C(C(=O)OCCOC(C)C)C2(O)C(=O)c3ccccc3C2(O)N1 (stereo not drawn)	1%
CCOC(=O)c1c(NC(=S)NC(=O)c2cccc(C)c2)sc2c1CCCC2	18%
CCOC(=O)C1=C(C)NC(=O)NC1c1ccc(F)cc1F (stereo not drawn)	17%
Cc1cc(C)c(C)c(OCCCN2CCOCC2)c1	0%
CCOC(=O)C1C(=O)NCC2CCCC21 (stereo not drawn)	9%
CC/C(Cc1ccccc1)=N\NC(=O)c1ccccc1Cl	1%
Cc1cccc(NC(=O)Cc2ccc(Br)cc2)c1	8%
O=C(CSc1nc2ccccc2o1)Nc1nccs1	2%
Cc1c(NC(=O)c2cc(Br)ccc2Cl)cccc1-c1nc2ccccc2s1	28%
O=C(CCc1ccccc1)Nc1cc(Cl)cc(Cl)c1	15%
CCOc1cc(C(=S)N2CCCCC2)ccc1O	8%
COC(=O)c1ccc(NC(=O)CCCOc2ccccc2)cc1	8%
O=C(NNC(=O)c1cccnc1)c1ccc(Br)cc1	9%
COc1ccc(Cl)cc1C(=O)NCC(C)C	6%

Overlap with the part before: 4 compounds; new compounds follow.
Molecule	RNase H inhibition
CCOc1cc(C(=S)N2CCCCC2)ccc1O	8%
COC(=O)c1ccc(NC(=O)CCCOc2ccccc2)cc1	8%
O=C(NNC(=O)c1cccnc1)c1ccc(Br)cc1	9%
COc1ccc(Cl)cc1C(=O)NCC(C)C	6%
O=C(CSc1ncn[nH]1)c1cccc([N+](=O)[O-])c1	0%
Cc1nn(C(=O)c2ccccc2Br)c(C)c1Sc1ccccc1	9%
CCCN(CCC)CCCNC(=O)C(=O)Nc1cccc(C(F)(F)F)c1	4%
Oc1c(Br)cc(Br)cc1C=Nc1ccc(Nc2ccccc2)cc1	16%
CCOC(=O)C(Cc1c[nH]c2ccccc12)NC(=O)COc1cc(C)c(Cl)c(C)c1 (stereo not drawn)	13%
COC(=O)C1=C(C)NC2=C(C(=O)CC(c3ccccc3)C2)C1c1ccccn1 (stereo not drawn)	5%
Cc1cc2nc(-c3ccc(NC(=S)NC(=O)c4cccs4)cc3)oc2cc1C	7%
CCOC(=O)C1=C(C)N=c2s/c(=C/c3cccc([N+](=O)[O-])c3)c(=O)n2C1c1ccccc1 (stereo not drawn)	2%
CC(C)(C)c1cc(C(=O)N/N=C/c2ccccc2Cl)n[nH]1	13%
COc1ccc(COC(=O)C2=C(C)NC(=O)NC2c2ccc(O)cc2)cc1 (stereo not drawn)	14%
CC1S/C(=N/N=C/c2ccccc2)NC1=O (stereo not drawn)	0%
COc1cc(/C=C2\N=C(c3ccccc3)OC2=O)cc(Cl)c1OCc1ccc([N+](=O)[O-])cc1	3%
O=C(CSc1ncccn1)Nc1cccc(C(F)(F)F)c1	7%
Cc1cc(NC2CCCCC2)nc2ccccc12	10%
COc1ccc(C2CC(=O)C3=C(C2)Nc2ccccc2NC3c2cc(C)ccc2C)cc1 (stereo not drawn)	15%
Cc1nc(C)c(/C(O)=C/c2nc3ccc([N+](=O)[O-])cc3oc2=O)s1	9%
O=C(O)C(Cc1ccccc1)NC(=S)Nc1ccccc1 (stereo not drawn)	8%
O=C(Nc1c(C(=O)N2CCOCC2)cnn1-c1ccccc1)c1ccccc1	8%
O=C(O)C(=O)/C=C(\O)c1ccc(Cl)cc1	3%
Cc1cc(C)cc(N=Cc2ccc(C#N)cc2)c1	2%
CC(/C=C/c1ccco1)=N/NC(=O)c1ccc([N+](=O)[O-])cc1	7%
CCOc1ccccc1/C=N/NC(=O)c1ccc(-c2ccccc2)cc1	26%
CCCC(=O)C1=C(N2CCCCC2)CC(C)(C)C(C(=O)OC)C1=O (stereo not drawn)	24%
Cc1ccc(-n2c(C)cc(/C=N/NC(N)=O)c2C)cc1C	8%

Individual results from above:
CC(/C=C/c1ccco1)=N/NC(=O)c1ccc([N+](=O)[O-])cc1 @ RNase H inhibition = 7%
Cc1ccc(-n2c(C)cc(/C=N/NC(N)=O)c2C)cc1C @ RNase H inhibition = 8%

More compounds
Molecule	RNase H inhibition
O=C(/C=C/c1ccccc1)Nc1ccc(-c2nnc(-c3ccco3)o2)cc1	0%
CCOC(=O)C1=C(c2ccccc2)S/C(=C2/C(=S)C(C)(C)Nc3ccccc32)S1	26%
O=C1C=C(Nc2ccccc2)C(=O)N1Cc1ccccc1	5%
COc1ccc(-n2c(SCC(=O)c3ccccc3)nc3c(c2=O)C2(CCCC2)Cc2ccccc2-3)cc1	0%
CN(C)CCCN1C(=O)C2CC3=C(CC2C1=O)C(C)(C)CCC3 (stereo not drawn)	14%
Cc1cccc(N2CCN(C(=O)N3CCOCC3)CC2)c1C	2%
Cc1cc(Cl)ccc1NC(=O)CN(Cc1ccccc1)S(=O)(=O)c1ccccc1	1%
CCCCOc1ccc(-c2ncc([N+](=O)[O-])cn2)cc1	1%
Cc1cccc(OCCNCCNC(=S)S)c1	19%
COc1ccccc1C=C1C(=O)c2ccccc2C1=O	17%
O=[N+]([O-])c1cccc(/C=N/Nc2ccccc2[N+](=O)[O-])c1	14%
NC(=O)c1ccc(N2CCOCC2)c([N+](=O)[O-])c1	0%
CCOc1ccc(NC(=O)C(=O)NCCc2ccc(OC)cc2)cc1	5%
Oc1ccc(Br)cc1C=Nn1cnnc1	10%
N#C/C(=C\c1ccc(-c2cccc(Cl)c2Cl)o1)C(=O)Nc1cccc2cccnc12	14%
C=CCNC(=O)CN(c1ccc([N+](=O)[O-])cc1)S(=O)(=O)c1ccccc1	13%
CCC(Sc1nnc2c(n1)[nH]c1ccccc12)C(=O)N1c2ccccc2Sc2ccccc21 (stereo not drawn)	22%

High-throughput results (PubChem BioAssay)

Not all compounds are listed (hit frequency here may not be typical).
